ARNT-TACC3 inh: ARNT/TACC3 interaction disruption. Q9Y6A5. AID 623870. 390,000 compounds, 0.66% hits. inhibition, % at 9.99 µM. AlphaScreen His-ARNT PAS-B/GST-TACC3 binding, luminescence; TACC3 fragment carries E629A point mutation;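 active means mean inhibition of replicates at least 50% and at least half of replicates each reaching 50%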;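 further: 0% = complete ARNT plus TACC3 wells and 100% = ARNT alone without TACC3; many hits fall short of the cut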
miR-122 sensor: inhibitors of miR-122 in Huh7 cells. Huh7 miR-122 Renilla luciferase sensor, 48 h; neutral wells = 0, positive control = 100. activation (reporter increase), % at 12.5 µM. 340,000 compounds, 0.3% hits. AID 602342;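 active means mean replicate activation score at least 90 and every replicate individually at or above 90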;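 further: higher luciferase means less miR-122 activity so hits act as miR-122 inhibitors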
SIRT5 inh: blocks human SIRT5 desuccinylation of peptide; Purified SirT5, succinyl-peptide AMC, trypsin-coupled fluorescence; inhibition, % at 15 µM; 330,000 compounds, 1.1% hits; AID 652115; in the data active means inhibition above about 15%
Target sequence (Q9NXA8 whole entry, looked up): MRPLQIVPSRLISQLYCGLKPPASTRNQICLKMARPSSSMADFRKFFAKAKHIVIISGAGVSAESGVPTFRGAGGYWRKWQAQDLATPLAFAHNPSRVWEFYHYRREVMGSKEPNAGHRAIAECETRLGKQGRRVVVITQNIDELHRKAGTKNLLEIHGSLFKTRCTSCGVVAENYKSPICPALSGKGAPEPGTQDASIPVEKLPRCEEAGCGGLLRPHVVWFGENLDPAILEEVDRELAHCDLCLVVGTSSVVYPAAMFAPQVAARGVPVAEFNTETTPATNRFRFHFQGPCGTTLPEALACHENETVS
esBAF inh: SWI/SNF esBAF complex inhibition; AID 602393; mouse ES cells, Bmi1-luciferase knock-in reporter, 24 h; 100% = twice the neutral-well signal; reporter increase, % at 12.5 µM; 350,000 compounds, 2% hits; in the data active means activation above about 40%;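 further: 0% = median of the plate's neutral control wells and 100% = double that signal; a rise in the Bmi1 reporter signal indicates esBAF inhibition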
ERp5 inh: inhibitors of human ERp5 | Q15084 | ERp5 insulin aggregation, absorbance 650 nm, 90 min | inhibition, % at 9.99 µM | 350,000 compounds, 0.05% hits;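 active means mean replicate inhibition above about 25%, with every replicate also reaching it, limit read from the data, passing the limit was not always enough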
Target sequence (Q15084 whole entry, looked up): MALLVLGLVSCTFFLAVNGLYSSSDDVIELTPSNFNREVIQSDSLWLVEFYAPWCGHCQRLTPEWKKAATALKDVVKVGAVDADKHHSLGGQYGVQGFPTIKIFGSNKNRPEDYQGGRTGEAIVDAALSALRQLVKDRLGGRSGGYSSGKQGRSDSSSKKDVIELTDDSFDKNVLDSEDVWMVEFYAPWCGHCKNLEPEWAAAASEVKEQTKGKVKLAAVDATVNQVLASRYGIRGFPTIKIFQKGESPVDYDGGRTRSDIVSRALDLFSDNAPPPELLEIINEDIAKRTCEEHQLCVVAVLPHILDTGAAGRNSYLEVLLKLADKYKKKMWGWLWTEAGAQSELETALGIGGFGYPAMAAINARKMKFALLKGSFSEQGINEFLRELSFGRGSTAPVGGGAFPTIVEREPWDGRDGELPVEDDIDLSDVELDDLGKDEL
Cneo AK release: Cryptococcus neoformans lysis via adenylate kinase release | C. neoformans lysis, adenylate kinase release luminescence, 4 h; normalised: neutral wells 0, clomiphene wells 100 | AID 651654 | 360,000 compounds, 0.2% hits | lysis activity, % at 15 µM;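 active means mean lysis activity across replicates of at least 80%, whatever share of replicates individually reach that level; inactive means mean lysis activity below 80%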
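Material – Cryptococcus neoformans yeast cells · Quantity – 5 × 10^6 yeast cells/mL · Buffer or medium – YPD medium · Compound – single dose · Timing – 4 h static compound exposure, 37 °C, read 1 h post-reagent · Signal – adenylate kinase release luminescence · Read-out basis – lysis from increased AK signal · Benchmarks – Clomiphene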
Statin myotox sup: suppression of simvastatin myotoxicity; C2C12 myotubes + simvastatin, ATP luminescence, 48 h; scaled: DMSO 0, geranylgeraniol control 100; rescue of ATP level, % at 7.49 µM; 330,000 compounds, 0.78% hits;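 active means mean ATP rescue above about 67%, or every replicate alone reaching that limit, limit read from the data, passing the limit was not always enough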;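 further: myotubes were challenged with 10 µM simvastatin during compound exposure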
* hit, by the source's call; x = not tested or not shown; & = joins results of further samples; [ ] = another dose, or the depositor's remark.

Fields: ARNT-TACC3 inh, miR-122 sensor, SIRT5 inh, esBAF inh, ERp5 inh, Cneo AK release, Statin myotox sup
Cc1cc(C)c2nc(-c3ccccn3)cc(C(=O)NCc3ccco3)c2c1
  2, 10, x, 2, x, -2, -8
CCOC(=O)C1CCN(C(=O)c2ccc(Cl)c(NC3=NC4CS(=O)(=O)CC4S3)c2)CC1 (stereo not drawn)
  -12, 0, -1, 3, 1, 6, 7
Cc1cc(NS(=O)(=O)c2ccc(NC(=O)CCCC(=O)O)cc2)nc(C)n1
  30, 1, x, -2, x, 0, 10
CC1CCN(S(=O)(=O)c2cccc(C(=O)NCC3CCCO3)c2)CC1 (stereo not drawn)
  -7, -3, 0, -1, 4, 0, 2
COCCn1cnc2c1c(=O)n(CC(=O)NC(=O)NC(C)(C)C)c(=O)n2Cc1ccccc1
  -17, -1, -1, -2, 0, -1, 2
CCCC1(C(=O)OCC)NC(c2ccco2)C2C(=O)N(C)C(=O)C21 (stereo not drawn)
  -1, -6, x, 0, -2, 3, -5
COc1c(C)cc(C(=O)C2CCCN(C(=O)CCCn3cncn3)C2)cc1C (stereo not drawn)
  -3, 6, -3, x, -7, 1, x
COc1ccc(-c2cc(-c3ccccc3)nc(SCC(=O)Nc3ncc(C)s3)c2C#N)cc1
  -1, 3, -5, x, 6, -1, x
CCCc1nc2ccc(C)cn2c1Cc1ccc(OC)cc1C
  x, -2, -1, -4, -12, 3, -13
C[C@@H]1CCCCO[C@H](CN(C)Cc2ccccc2)[C@@H](C)CN([C@@H](C)CO)C(=O)c2cc(NC(=O)CCCCCC(=O)Nc3ccccc3N)ccc2O1
  x, 2[16.7 µM], -2, -1, -2, -2, x
Cc1ccc(S(=O)(=O)CCC(=O)c2cccc([N+](=O)[O-])c2)cc1
  -4, 10, 2, -6, 0, 0, 7
Cc1ccc(S(=O)(=O)Nc2cc3c4c(c2)CCN4C(=O)CC3)cc1
  0, x, -5, x, 2, x, x
COc1ccc(N2CCN(C(=O)CNS(=O)(=O)c3ccc(C)cc3)CC2)cc1
  x, -1, -1, x, -1, x, x
CCOc1ccc(OCC(=O)N2CCOCC2)cc1
  x, -4, x, -2, x, 1, x
Cc1ccc(-n2c(SCC(=O)N3CCCCC3)nc(O)c(Cc3ccccc3)c2=O)cc1
  -4, 4, -1, 7, 4, 12, 5
COc1ccccc1S(=O)(=O)N(C)C[C@@H]1Oc2cc(/C=C/c3ccccc3)ccc2S(=O)(=O)N([C@@H](C)CO)C[C@@H]1C
  2, -5[16.7 µM], -3, 6, 11, -7, x
Cn1c(NCCCN2CCOCC2)nc2c1c(=O)n(Cc1ccc(Cl)cc1Cl)c(=O)n2C
  2, -8, x, 4, x, 0, -1
CCCN(C)C[C@@H]1OCCCC[C@H](C)Oc2ccc(N(C)C)cc2C(=O)N([C@H](C)CO)C[C@@H]1C
  0, 1[16.7 µM], 5, 1, 3, 6, 40
COc1ccc(Cl)cc1-n1c(C)cc(C(=O)O)c1C
  1, x, 11, -9, 2, -2, 4
Cc1ccc(C(C)NC(=O)Cc2cccs2)c(C)c1 (stereo not drawn)
  16, 3, 3, -2, 2, 1, 3
O=C1COc2ccc(C(=O)COC(=O)c3cccnc3Cl)cc2N1
  -3, x, -2, x, -5, x, x
C[C@H](CO)N1C[C@H](C)[C@H](CN(C)C(=O)CC2CC2)Oc2cc(C3=CCCC3)ccc2S1(=O)=O
  2, 3[16.7 µM], 5, 0, -3, 45, -6
Cc1c(C(=O)N2CCN(C(c3ccccc3)c3ccccc3)CC2)oc2ccccc12
  0, -9, 0, -6, -3, -4, -4
CCOc1ccc(/C=N/NC(=O)C(C)N(c2ccc(OC)cc2)S(C)(=O)=O)cc1 (stereo not drawn)
  5, -8, x, -3, x, 0, 2
O=C(Cn1cc(C(F)(F)F)ccc1=O)Nc1cccc(S(=O)(=O)N2CCOCC2)c1
  -13, 3, 1, x, 4, 3, x
COC(=O)c1cc(S(=O)(=O)N(Cc2ccccc2)C(C)(C)C)c[nH]1
  8, 29, 1, 5, 6, x, 1
CCOC(=O)C(=CNc1cc(C)nn1-c1ccccc1)C(=O)OCC
  2, 0, 4, 0, 2, 0, 12
Cc1ccccc1NC(=O)c1ccccc1NC(=O)c1ccco1
  -14, -1, x, -3, x, 5, x
O=C(NC1CCCCC1)N1CCN(C(=O)c2ccco2)CC1
  4, 5, 0, -2, 1, 0, -2
COc1ccc(N2CCN(c3nc4ccc(C)cn4c(=O)c3C=O)CC2)cc1
  2, x, -3, x, -3, x, x

Some of the entries above, set out differently:
SMILES,ARNT-TACC3 inh,miR-122 sensor,SIRT5 inh,esBAF inh,ERp5 inh,Cneo AK release,Statin myotox sup
COc1c(C)cc(C(=O)C2CCCN(C(=O)CCCn3cncn3)C2)cc1C (stereo not drawn),-3,6,-3,x,-7,1,x
COc1ccc(-c2cc(-c3ccccc3)nc(SCC(=O)Nc3ncc(C)s3)c2C#N)cc1,-1,3,-5,x,6,-1,x

Returning to the listing, starting 3 compounds before the break.
Fields: ARNT-TACC3 inh, miR-122 sensor, SIRT5 inh, esBAF inh, ERp5 inh, Cneo AK release, Statin myotox sup
Cc1ccccc1NC(=O)c1ccccc1NC(=O)c1ccco1
  -14, -1, x, -3, x, 5, x
O=C(NC1CCCCC1)N1CCN(C(=O)c2ccco2)CC1
  4, 5, 0, -2, 1, 0, -2
COc1ccc(N2CCN(c3nc4ccc(C)cn4c(=O)c3C=O)CC2)cc1
  2, x, -3, x, -3, x, x
CC(C)=CCc1cc([C@@H]2COc3c(ccc4c3C=CC(C)(C)O4)C2)c(O)cc1O
  5, -9, x, 2, -3, 64, 7
C[C@@H]1CN([C@@H](C)CO)C(=O)CCCn2nncc2CO[C@H]1CN(C)Cc1ccccc1C(F)(F)F
  -7, -4, 1&5, 3&8&2, 1&-2, 1&0&-2, -1&31&23
COC(=O)CCCC1=CC2=C(c3ccccc3)C(=O)C(C)(OC(=O)C3CCCC3)C(=O)C2=CN1c1ccc(OC)cc1 (stereo not drawn)
  -2, 1, -2, 8, -1, 4, -7
CSCCC(NS(=O)(=O)c1cccs1)C(=O)NCc1ccccc1 (stereo not drawn)
  -5, x, 3, x, 2, x, x
C=CCn1c(SCC(=O)c2c(N)n(CCC)c(=O)n(C)c2=O)nnc1-c1ccncc1
  -4, x, -3, x, -4, x, x
CCCNC(=O)Nc1ccc2c(c1)C(=O)N(C)C[C@H](OC)[C@@H](C)CN(C(=O)C1CC1)[C@H](C)CO2
  -7, x, 2, 0, -3, -12, 6
O=C(CCCC(=O)N1CCCC1)N1CCCC1
  -15, -14, -1, -1, 0, -1, 9
CC(=O)c1ccc(-c2cnc3c(NC=O)cc(-c4ccccc4Oc4ccccc4)cn23)cc1
  x, x, x, -15, 1, 6, 20
COCCNc1nc(NCc2cc(-c3ccc(OC)cc3)no2)c2sccc2n1
  x, 3, -2, 18, 1, 0, -45
Cc1ccc(C(c2nnnn2C2CCCC2)N2c3ccccc3CC2C)cc1 (stereo not drawn)
  1, x, -1, x, -1, x, x
CN1CCN2c3ncccc3Cc3ccccc3C2C1 (stereo not drawn)
  -3, -2, -2, -1, 5, -4, 10
COCC(=O)N(C)C[C@H]1Oc2cc(-c3cncnc3)ccc2S(=O)(=O)N([C@H](C)CO)C[C@H]1C
  -5, 4[16.7 µM], -1, -4, -3, -6, x
Cc1oc(-c2cccc(Cl)c2)nc1CN1CCC(C(=O)NCc2cccnc2)CC1
  1, -5, x, 10, x, 6, -7
COc1ccc(C2OCC3(O)C(c4ccc(OC)c(OC)c4)OCC23)cc1OC (stereo not drawn)
  8, -1, 4, -7, 1, -1, 5
COCCn1c(-c2cccs2)nc2nc3ccccc3nc21
  -1, x, -74, x, x, 1, x
COc1ccccc1C(C)NC(=O)c1ccc(S(=O)(=O)NCc2ccco2)cc1 (stereo not drawn)
  2, 22, -3, 7, 10, -1, 4
CCOC(=O)c1c(NC(=O)CN(C)C2CCN(C)CC2)sc(C(=O)Nc2ccccc2)c1C
  5, x, -8, x, 5, x, x
CCCc1nc(N2CCN(S(=O)(=O)c3ccc(Cl)cc3)CC2)c2c(C)c(C)sc2n1
  -3, -4, -2, -12, 3, 4, 5
CCOC(=O)N1CCN(S(=O)(=O)c2ccc(C(=O)NNc3nc4cc(C)cc(C)c4s3)cc2)CC1
  30, -8, x, -42, x, -3, 29
COc1ccc(NC(=O)C2CCN(c3cnccn3)CC2)cc1Cl
  7, -3, -2, 10, -6, 0, -15
COc1ccc(CN(C)C[C@@H]2Oc3ccc(NC(=O)NC(C)C)cc3C(=O)N([C@H](C)CO)C[C@@H]2C)cc1
  -6, 5[16.7 µM], -2, -2, 4, -2, -1
CN(C)S(=O)(=O)Nc1ccc2c(c1)OCO2
  -3, 2, -1, x, 2, x, x
N#Cc1ccc(CN(Nc2ccccc2)c2ccccc2)cc1
  x, -2, 1, 5, 10, 0, -3
CC(C)NC(=O)N(C)C[C@@H]1Oc2ccc(NS(C)(=O)=O)cc2CC(=O)N([C@@H](C)CO)C[C@H]1C
  -10, -8[16.7 µM], 0, 2, -2, -1, 7
Cc1ccc(/C=N/c2sc3c(c2C(N)=O)CCCC3)o1
  -4, -3, 1, 29, -1, -2, 2
C[C@H]1CN([C@@H](C)CO)C(=O)c2c(c3ccccc3n2C)-c2ccccc2CO[C@@H]1CN(C)C(=O)Nc1ccc2c(c1)OCO2
  -9, x, 6, -5, -2, -5, x
Cc1c(C(=O)N(C)C)c2ccc(Cl)cc2n1O
  14, x, -3, x, 0, -1, x
O=C(CN1CCN(c2ccccn2)CC1)N1c2ccccc2Sc2ccc(C(F)(F)F)cc21
  29, 4, x, -13, x, 5, 7
COc1cccc(-c2nnn(CC(=O)Nc3ccc(C)cc3C)n2)c1OC
  -3, -9, x, 4, x, 1, 6
CCCOc1ccc2[nH]cc(C(=O)O)c(=O)c2c1
  x, -6, -2, -11, 4, -1, x
Cc1cccc(-c2ccc([C@H]3[C@@H](CO)N4CCCCN(C(=O)c5ccncc5)C[C@H]34)cc2)c1
  0, 25[16.7 µM], -1, 2, -1, 5, 37
COc1ccc(N(CC(=O)N2CCN(c3cc(C)ccc3C)CC2)S(=O)(=O)c2c(C)noc2C)cc1
  -3, -4, 0, -5, -6, -2, 18
O=C(CNC(=S)N(Cc1ccccc1Cl)C1CCCC1)NCCCN1CCOCC1
  -5, x, -1, x, 5, x, x
COc1ccc(NC(=O)c2cc(C)n(Cc3cccs3)c2C)cc1
  19, -3, 1, x, -9, -7, x
CCc1ccc(OCC(=O)N/N=C(\C)c2ccc(O)cc2O)cc1
  2, -3, -1, -4, -1, -2, -3
COc1ccc(NC(=O)c2cc(F)cc(F)c2)cc1S(=O)(=O)N1CCCCC1
  0, 0, x, 0, -7, 0, -1
OCCN1CCN(Cc2ccc3ccccc3c2)CC1
  -9, -6, 1, -7, 5, -1, 10
CCSc1nnc(NC(=O)CSc2nc3c(c(=O)n2-c2ccccc2OC)SCC3)s1
  12, -8, x, -5, x, 0, 16
O=C(CCn1nnnc1CN1CCOCC1)N1CCC(c2ccccc2Cl)C1 (stereo not drawn)
  -2, -1, -4, 1, -10, -1, 8
FC(F)(F)c1cccc(-c2ccc(/C=N/Nc3nncc(-c4ccccc4)n3)o2)c1
  2, x, 2, x, 2, x, x
COc1ccc(-c2ccc(CCC(=O)O)n2-c2cc(OC)ccc2OC)cc1
  x, 1, 3, -4, -8, 2, 3
COc1ccc(OCc2nnc3n2N=C(c2ccccc2)C(CC(=O)O)S3)cc1 (stereo not drawn)
  x, -4, -1, 4, 6, 0, 13
Clc1ccc(-n2nnc(-c3nccs3)n2)cc1Cl
  4, x, 0, 6, 13, -4, 3
CCOc1ccc(-n2ccnc2SCC(=O)N2CCCc3ccccc32)cc1
  19, x, -4, x, -2, x, x
COc1ccccc1-n1cnnc1SCC(=O)Nc1ccccc1
  -1, -1, -2, 3, -2, 0, -39
c1ccc2c(c1)OCC(CNCC1COc3ccccc3O1)O2 (stereo not drawn)
  -7, 4, -5, 0, 1, 2, 30

An unsorted share of the library; 4% or so of the library scored in one or more.
